Vif imaging: blocks HIV Vif function; HEK293T cells, Vif self-association by quenched fluorescence, imaging, 24 h; 340,000 compounds, 0.35% hits; inhibition, % at 7.49 µM; AID 602346; in the data active = inhibition above about 50%, passing the limit was not always enough; also: some results filed as inactive read as strong as hits
LRH-1 inv ag: suppresses constitutive activity of human LRH-1. O00482. HEK293T StAR-luciferase reporter, LRH-1 transfected, 24 h. inhibition, % at 3.6 µM. 360,000 compounds, 0.13% hits. AID 602396;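 active = inhibition above the mean inhibition of all tested compounds plus 3 SD, cut at about 73% in these data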;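 also: 0% = DMSO wells and 100% = reporter-only cells lacking LRH-1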
Target sequence (O00482 whole entry, looked up): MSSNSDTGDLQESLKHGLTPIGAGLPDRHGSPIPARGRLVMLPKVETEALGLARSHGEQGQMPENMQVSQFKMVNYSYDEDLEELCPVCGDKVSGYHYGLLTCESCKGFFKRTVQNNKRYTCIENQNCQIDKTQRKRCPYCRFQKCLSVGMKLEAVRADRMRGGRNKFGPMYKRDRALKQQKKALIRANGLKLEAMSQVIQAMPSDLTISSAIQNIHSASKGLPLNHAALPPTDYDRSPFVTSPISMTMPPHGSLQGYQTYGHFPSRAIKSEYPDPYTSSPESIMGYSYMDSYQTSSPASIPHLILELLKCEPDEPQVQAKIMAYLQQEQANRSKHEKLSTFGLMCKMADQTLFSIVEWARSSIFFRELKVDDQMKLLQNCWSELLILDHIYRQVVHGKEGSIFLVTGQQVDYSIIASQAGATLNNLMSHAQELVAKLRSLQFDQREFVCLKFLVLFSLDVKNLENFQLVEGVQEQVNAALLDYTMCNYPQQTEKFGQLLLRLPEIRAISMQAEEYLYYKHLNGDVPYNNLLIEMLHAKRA
NCOA3 inh: inhibitors of human steroid receptor coactivator 3 (SRC3). Q9Y6Q9. HEK293 GAL4-SRC3 luciferase reporter, luminescence. inhibition, % at 3.6 µM. 360,000 compounds, 0.17% hits. AID 588352;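 active = inhibition above a per-campaign cutoff, the mean of all compounds plus 3 SD, cut at about 60% in these data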;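 also: 0% = DMSO-treated cells and 100% = gossypol-treated cells at 36 µM; higher means less SRC3-driven luciferase light from the GAL4 reporter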
NR2F2 inh: inhibitors of human COUP-TFII (NR2F2); 370,000 compounds, 0.7% hits; inhibition, % at 8.6 µM; HEK293T NGFI-A luciferase reporter, luminescence; P24468; AID 686940;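 active = inhibition above a per-plate cutoff, mean inhibition of test wells between control levels plus 3 SD, cut at about 38% in these data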;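 also: cells cotransfected with COUP-TFII expression vector driving the NGFI-A reporter; 0% = median of COUP-TF2 test wells and 100% = reporter-only cells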
SRC2 inh: human SRC2 (NCOA2) inhibition; Q15596; inhibition, % at 9 µM; 370,000 compounds, 0.17% hits; HEK293 GAL4-SRC2 luciferase reporter, luminescence;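 active = inhibition above the mean inhibition of all tested compounds plus 3 SD, set per campaign, cut at about 52% in these data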;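 also: 0% = DMSO treated cells and 100% = cells given Gossypol at 36 µM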
TROY signal inh: TROY signaling inhibition | Q293 LMP1-TROYcd NF-kB luciferase reporter, 4 h | inhibition, % at 10 µM | 360,000 compounds, 0.98% hits;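 active = compounds whose plate-normalised and pattern-corrected inhibition of the luciferase reporter signal at the single screening dose is 50% or more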
TLR9-MyD88 inh: TLR9-MyD88 interaction inhibition. Q9NR96+Q99836. CHO BLA complementation TLR9-MyD88, CCF4 FRET ratio. inhibition, % at 4.98 µM. 340,000 compounds, 0.21% hits. AID 504734;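 active = inhibition above the mean over all tested compounds plus 3 SD, cut at about 21% in these data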;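 also: 0% = DMSO only wells and 100% = clavulanate BLA inhibitor control wells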
EBV LMP1 NFkB: Epstein-Barr LMP1 NF-kappaB reporter inhibition. LMP1-induced NF-kappaB luciferase reporter cells, luminescence. inhibition, % at 12.5 µM. 350,000 compounds, 0.69% hits. AID 504558; in the data active = inhibition above about 41%;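 also: 0% = neutral control wells and 100% = reference inhibitor control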
NCOA1 inh: inhibitors of human steroid receptor coactivator 1 (SRC1); Q15788; HEK293 GAL4-SRC1 luciferase reporter, luminescence; inhibition, % at 3.6 µM; 360,000 compounds, 0.12% hits; AID 588354;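 active = inhibition above the campaign mean plus 3 SD, with each screening campaign given its own cutoff, cut at about 60% in these data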;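 also: 0% = DMSO treated cells and 100% = gossypol at 36 µM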
NOD2-RIPK2 inh: blocks binding of human NOD2 to RIPK2; inhibition, % at 4.98 µM; CHO BLA complementation NOD2-RIPK2, CCF4 ratio; O43353; AID 624267; 360,000 compounds, 0.38% hits; in the data active = inhibition above about 21%;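 also: 0% = vehicle only and 100% = reference blocker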
Target sequence (O43353 whole entry, looked up): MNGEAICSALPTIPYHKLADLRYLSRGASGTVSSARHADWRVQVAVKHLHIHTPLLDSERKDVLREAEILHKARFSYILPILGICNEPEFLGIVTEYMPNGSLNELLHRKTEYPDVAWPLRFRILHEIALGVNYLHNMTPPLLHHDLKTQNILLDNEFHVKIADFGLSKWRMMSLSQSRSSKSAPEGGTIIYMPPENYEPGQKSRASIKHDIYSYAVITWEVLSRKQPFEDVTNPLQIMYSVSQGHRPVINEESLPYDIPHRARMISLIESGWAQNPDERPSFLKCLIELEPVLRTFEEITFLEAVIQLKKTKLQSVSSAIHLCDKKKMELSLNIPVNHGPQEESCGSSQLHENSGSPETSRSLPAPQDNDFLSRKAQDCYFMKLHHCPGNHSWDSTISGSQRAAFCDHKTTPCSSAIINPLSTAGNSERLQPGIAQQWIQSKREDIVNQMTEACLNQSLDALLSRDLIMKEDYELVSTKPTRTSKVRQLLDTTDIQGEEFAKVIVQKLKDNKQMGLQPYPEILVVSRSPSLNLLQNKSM
C8 TRAIL sens: sensitizes caspase-8 expressing cells to TRAIL; inhibition (viability loss, TRAIL sensitization), % at 10 µM; 360,000 compounds, 1% hits; NB7+C8 cells + TRAIL, ATPlite viability luminescence;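 active = compounds causing at least 50% loss of cell viability in the single-dose screen, relative to plate controls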
Active calls of the source: *. Some of the compounds tested (hit frequency here may not be typical).

Screening Cc1ccc(NS(=O)(=O)c2ccc(C)c(NC(=O)c3ccc(S(=O)(=O)N4CCCCCC4)cc3)c2)c(C)c1 returned Vif imaging -17, LRH-1 inv ag 8, NCOA3 inh 6, NR2F2 inh 29, SRC2 inh 4, TROY signal inh 19, TLR9-MyD88 inh 5, EBV LMP1 NFkB 2, NCOA1 inh 1, NOD2-RIPK2 inh -5 and C8 TRAIL sens -6.
For Cc1ccc(C(=O)OCC(=O)NC(C)c2ccccc2)s1 (stereo not drawn) the results were Vif imaging 2, LRH-1 inv ag 1, NCOA3 inh -13, NR2F2 inh -17, SRC2 inh 13, TROY signal inh 6, TLR9-MyD88 inh -6, EBV LMP1 NFkB 6, NCOA1 inh -2, NOD2-RIPK2 inh -2 and C8 TRAIL sens -12.
COc1ccc(Cl)cc1NC(=O)CNc1ccccc1CN(C)C1CCCCC1 was read as Vif imaging -1, LRH-1 inv ag -3, NCOA3 inh -4, NR2F2 inh -7, SRC2 inh 6, TROY signal inh -14, TLR9-MyD88 inh 1, EBV LMP1 NFkB 2, NCOA1 inh 4, NOD2-RIPK2 inh -7 and C8 TRAIL sens 12.
`CC(=O)c1ccc(Nc2c(C)n(C)n(-c3ccccc3)c2=O)cc1` gave Vif imaging 3, LRH-1 inv ag 4, NCOA3 inh 4, NR2F2 inh -14, SRC2 inh 11, TROY signal inh 9, TLR9-MyD88 inh 3, EBV LMP1 NFkB -7, NCOA1 inh 1, NOD2-RIPK2 inh -7 and C8 TRAIL sens -1.
COCCn1c(SCC(=O)Nc2cccc(C(=O)OC)c2)nc2ccccc2c1=O was read as Vif imaging -11, LRH-1 inv ag 4, NCOA3 inh -20, NR2F2 inh 4, SRC2 inh 7, TROY signal inh 5, TLR9-MyD88 inh -2, EBV LMP1 NFkB 1, NCOA1 inh -17, NOD2-RIPK2 inh -14 and C8 TRAIL sens -7.
For O=C(Nc1ccc2c(c1)C(=O)N(C1CCCCC1)C2=O)C1CCCO1 (stereo not drawn) the results were Vif imaging -7, LRH-1 inv ag -11, NCOA3 inh -15, NR2F2 inh -5, SRC2 inh 5, TROY signal inh -39, TLR9-MyD88 inh 1, EBV LMP1 NFkB -8, NCOA1 inh -4, NOD2-RIPK2 inh -7 and C8 TRAIL sens -9.
For COc1ccccc1CNC(=O)COC(=O)c1c[nH]c2ccccc12 the results were Vif imaging 0, LRH-1 inv ag 5, NCOA3 inh -14, NR2F2 inh 0, SRC2 inh -7, TROY signal inh -8, TLR9-MyD88 inh -7, EBV LMP1 NFkB -3, NCOA1 inh -4, NOD2-RIPK2 inh -10 and C8 TRAIL sens 13.
Screening Cc1cccc(CN2CCN(C(C)C(=O)NC(C)c3ccccc3)CC2)c1 (stereo not drawn) returned Vif imaging -10, LRH-1 inv ag 2, NCOA3 inh -9, NR2F2 inh 7, SRC2 inh 6, TROY signal inh 11, TLR9-MyD88 inh -6, EBV LMP1 NFkB 12, NCOA1 inh 5, NOD2-RIPK2 inh -2 and C8 TRAIL sens -8.
For COc1ccc(C(=O)NCCS(=O)(=O)NCc2cccnc2)cc1 the results were Vif imaging 0, LRH-1 inv ag 5, NCOA3 inh -23, NR2F2 inh 8, SRC2 inh -26, TROY signal inh 12, TLR9-MyD88 inh 5, EBV LMP1 NFkB 13, NCOA1 inh -11, NOD2-RIPK2 inh -7 and C8 TRAIL sens 5.
CC1(C)Cc2c(sc3ncnc(NN)c23)CO1 was read as Vif imaging -1, LRH-1 inv ag 8, NCOA3 inh 5, NR2F2 inh -4, SRC2 inh 1, TROY signal inh -8, TLR9-MyD88 inh 10, EBV LMP1 NFkB 1, NCOA1 inh -7, NOD2-RIPK2 inh -17 and C8 TRAIL sens -8.
`COCc1nnc(NC(=O)C2CC(=O)N(C3CCCC3)C2)s1` (stereo not drawn) gave Vif imaging -4, LRH-1 inv ag -13, NCOA3 inh 16, NR2F2 inh -5, SRC2 inh -5, TROY signal inh -1, TLR9-MyD88 inh -3, EBV LMP1 NFkB 0, NCOA1 inh -7, NOD2-RIPK2 inh -2 and C8 TRAIL sens 3.
For Cc1cc(Br)cc(C)c1NC(=S)NC(=O)CC(C)C the results were Vif imaging 0, LRH-1 inv ag 14, NCOA3 inh 13, NR2F2 inh 16, SRC2 inh -3, TROY signal inh 3, TLR9-MyD88 inh 0, EBV LMP1 NFkB -3, NCOA1 inh -41, NOD2-RIPK2 inh -6 and C8 TRAIL sens 8.
For COc1ccc(C2/C(=C(/O)c3ccccc3)C(=O)C(=O)N2C)c(OC)c1 (stereo not drawn) the results were Vif imaging -3, LRH-1 inv ag -11, NCOA3 inh 1, NR2F2 inh 15, SRC2 inh -10, TROY signal inh -7, TLR9-MyD88 inh 2, EBV LMP1 NFkB 8, NCOA1 inh -19, NOD2-RIPK2 inh -6 and C8 TRAIL sens -4.
Screening CC1=C(C)CC(C(=O)NNC(=O)c2csc3c2CCC(C(C)(C)C)C3)C(C(=O)O)C1 (stereo not drawn) returned Vif imaging 9, LRH-1 inv ag 4, NCOA3 inh 14, NR2F2 inh -3, SRC2 inh -7, TROY signal inh 0, TLR9-MyD88 inh -3, EBV LMP1 NFkB -7, NCOA1 inh 1, NOD2-RIPK2 inh -4 and C8 TRAIL sens -4.
Screening CCN(CC)CCN(Cc1cc2ccc(C)cc2[nH]c1=O)C(=S)Nc1ccccc1C(=O)OC returned Vif imaging 12, LRH-1 inv ag 11, NCOA3 inh 3, NR2F2 inh -22, SRC2 inh -6, TROY signal inh 16, TLR9-MyD88 inh 4, EBV LMP1 NFkB -2, NCOA1 inh -11, NOD2-RIPK2 inh 2 and C8 TRAIL sens 0.
`Cc1noc(C)c1CN1C(=O)NC(Cc2ccccc2)(Cc2ccccc2)C1=O` gave Vif imaging -15, LRH-1 inv ag -9, NCOA3 inh -8, NR2F2 inh 2, SRC2 inh -25, TROY signal inh 8, TLR9-MyD88 inh 3, EBV LMP1 NFkB -13, NCOA1 inh -5, NOD2-RIPK2 inh -6 and C8 TRAIL sens -17.
Screening CC(C)CCNC(=O)Cn1c(=O)oc2cc(S(=O)(=O)N3CC(C)CC(C)C3)ccc21 (stereo not drawn) returned LRH-1 inv ag -4, NCOA3 inh -10, NR2F2 inh 20, SRC2 inh -1, TROY signal inh 5, TLR9-MyD88 inh -8, EBV LMP1 NFkB 1, NCOA1 inh -38, NOD2-RIPK2 inh -6 and C8 TRAIL sens -2.
COc1cc(Cl)c(C)cc1NC(=O)COC(=O)c1cc(SC)ccc1Cl was read as Vif imaging 5, LRH-1 inv ag -3, NCOA3 inh -6, NR2F2 inh 9, SRC2 inh -3, TROY signal inh -2, TLR9-MyD88 inh -7, EBV LMP1 NFkB -2, NCOA1 inh -4, NOD2-RIPK2 inh 0 and C8 TRAIL sens -4.
For O=C(COC(=O)c1ccccc1C(=O)N1CCN(c2ccccc2)CC1)Nc1ccccc1 the results were Vif imaging -7, LRH-1 inv ag 8, NCOA3 inh 5, NR2F2 inh 13, SRC2 inh -20, TROY signal inh 14, TLR9-MyD88 inh 2, EBV LMP1 NFkB 8, NCOA1 inh -15, NOD2-RIPK2 inh 2 and C8 TRAIL sens -34.
Screening Cc1ccccc1-c1nc(NCCN(C)C)nc2ccsc12 returned Vif imaging -5, LRH-1 inv ag -4, NCOA3 inh -4, NR2F2 inh 14, SRC2 inh 8, TROY signal inh -1, NCOA1 inh 11, NOD2-RIPK2 inh 6 and C8 TRAIL sens -5.
Screening O=C(Nc1cc(C2CC2)nn1-c1ccccc1)c1ccc(F)cc1 returned LRH-1 inv ag -4, NCOA3 inh 12, NR2F2 inh -2, SRC2 inh 8, TROY signal inh -4, TLR9-MyD88 inh 4, EBV LMP1 NFkB 3, NCOA1 inh 2, NOD2-RIPK2 inh 1 and C8 TRAIL sens 2.
Screening Cc1c(N=Cc2ccco2)c(=O)n(-c2ccccc2)n1C returned Vif imaging 8, LRH-1 inv ag 4, NCOA3 inh -1, NR2F2 inh 12, SRC2 inh -4, TROY signal inh 13, TLR9-MyD88 inh -2, EBV LMP1 NFkB -10, NCOA1 inh -2, NOD2-RIPK2 inh 0 and C8 TRAIL sens -11.
For CN(CC(=O)Nc1ccc(N2CCOCC2)cc1)CC(=O)Nc1ccccc1[N+](=O)[O-] the results were Vif imaging 4, LRH-1 inv ag 4, NCOA3 inh -19, NR2F2 inh -9, SRC2 inh 10, TROY signal inh 16, TLR9-MyD88 inh 0, EBV LMP1 NFkB -7, NCOA1 inh 9, NOD2-RIPK2 inh -1 and C8 TRAIL sens -13.
`CC(Sc1nnc(-c2ccco2)o1)C(=O)Nc1ccc(OC(F)F)cc1` (stereo not drawn) gave Vif imaging 16, LRH-1 inv ag 5, NCOA3 inh 3, NR2F2 inh -2, SRC2 inh 0, TROY signal inh -17, TLR9-MyD88 inh 3, EBV LMP1 NFkB 4, NCOA1 inh -24, NOD2-RIPK2 inh 0 and C8 TRAIL sens -5.
O=C(NCCc1cn2ccccc2n1)c1ccccc1F was read as Vif imaging 7, LRH-1 inv ag 2, NCOA3 inh -10, NR2F2 inh -1, SRC2 inh -3, TROY signal inh 2, TLR9-MyD88 inh -12, EBV LMP1 NFkB -6, NCOA1 inh -18, NOD2-RIPK2 inh 2 and C8 TRAIL sens -3.
For C/C(Cn1nc([N+](=O)[O-])cc1C)=N\NC(=O)COc1c(Cl)cc(Cl)cc1Cl the results were Vif imaging -1, LRH-1 inv ag -5, NCOA3 inh 3, NR2F2 inh 15, SRC2 inh 1, TROY signal inh -3, TLR9-MyD88 inh -4, EBV LMP1 NFkB 0, NCOA1 inh 2, NOD2-RIPK2 inh 12 and C8 TRAIL sens 1.
Screening Cc1ccc(Cc2c(C3CCCCC3)nc3ccc(C)cn23)cc1 returned LRH-1 inv ag -16, NCOA3 inh 2, NR2F2 inh -13, SRC2 inh -40, TROY signal inh -8, NCOA1 inh 16, NOD2-RIPK2 inh -10 and C8 TRAIL sens 18.
`Cc1ccc(N/C=C/C(=O)c2ccccc2)cc1C` gave Vif imaging 2, LRH-1 inv ag -128, NCOA3 inh -29, NR2F2 inh -29, SRC2 inh -49, TROY signal inh 57*, TLR9-MyD88 inh 1, EBV LMP1 NFkB -7, NCOA1 inh -59, NOD2-RIPK2 inh -10 and C8 TRAIL sens 79*.
Screening COc1ccc(NS(=O)(=O)c2ccc(S(=O)(=O)N(C)C)cc2)cc1S(N)(=O)=O returned Vif imaging -3, LRH-1 inv ag 4, NCOA3 inh 18, NR2F2 inh 15, SRC2 inh -31, TROY signal inh -5, TLR9-MyD88 inh -3, EBV LMP1 NFkB 7, NCOA1 inh 6, NOD2-RIPK2 inh 4 and C8 TRAIL sens 9.
`COCCNC(=O)Cn1ncc2ccsc2c1=O` gave Vif imaging 19, LRH-1 inv ag -4, NCOA3 inh -10, NR2F2 inh 1, SRC2 inh 5, TROY signal inh -5, TLR9-MyD88 inh 12, EBV LMP1 NFkB -10, NCOA1 inh 3, NOD2-RIPK2 inh 1 and C8 TRAIL sens 30.

From PubChem
